CRFBP-R2 agonist: CRF-BP/CRF-R2 complex agonism | HEK293 CRF-R2/CRF-BP, calcium dye fluorescence (FLIPR); percent of saturating CRF peptide response | activation, % at 13.2 µM | hit rate 0.46% among 350,000 | AID 588473;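 active = activation of at least 50%, plus an integration ratio under a set limit after plate pattern correction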;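 also: plate controls were neutral control wells without compound for no effect and CRF at EC100 for full effect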
CHRM5 antagonist: antagonists of human muscarinic M5 receptor (CHRM5) | P08912 | CHO-hM5 cells, Fluo-8 calcium fluorescence, ACh EC80 | inhibition, % at 3 µM | hit rate 0.59% among 360,000;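 active = inhibition above a per-plate cutoff, the mean of that plate's test compounds plus 3 SD, cut at about 27% in these data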;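 also: 0% = acetylcholine EC80 with DMSO and 100% = DMSO without agonist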
M4 antag: antagonists of human muscarinic M4 receptor (CHRM4); AID 624125; inhibition, % at 3 µM; P08173; hit rate 0.73% among 360,000; CHO-hM4 cells, ACh EC80, Fluo-8 calcium fluorescence;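 active = inhibition above its plate's cutoff, the mean inhibition of sample wells plus 3 SD, cut at about 27% in these data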;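 also: 0% = acetylcholine EC80 with DMSO and 100% = DMSO without agonist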
M4 PAM: potentiates acetylcholine response at human M4 receptor. P08173. CHO-K1 hM4/Gqi5, Fluo-8 calcium fluorescence, ACh EC20; 0% = ACh EC20, 100% = maximal ACh. activation, % at 3 µM. hit rate 0.4% among 360,000;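 active = activation above its plate's cutoff, the mean activation of sample wells plus 3 SD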; also: some results filed as inactive read as strong as hits
CHRM5 agonist: CHRM5 agonism in calcium assay; hit rate 0.19% among 360,000; CHO-K1 hM5 cells, Fluo-8 calcium fluorescence; 0% DMSO wells, 100% maximal acetylcholine response; P08912; AID 624037; activation, % at 3 µM;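 active = activation above the run's mean over test compounds plus 3 SD, cut at about 23% in these data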;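 also: signal is peak over basal fluorescence ratio across the kinetic read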
CRFR2-BP antag: CRF-BP/CRF-R2 complex antagonism. HEK293 CRF-R2/CRF-BP, CRF-induced calcium fluorescence. inhibition, % at 11.8 µM. hit rate 0.59% among 350,000;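 active = inhibition of the ligand-induced calcium signal above about 50% at the single tested concentration, limit read from the data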
M4 ag: agonists of human muscarinic M4 receptor (CHRM4) | activation, % at 3 µM | P08173 | AID 624127 | hit rate 0.14% among 360,000 | CHO-K1 hM4/Gqi5, Fluo-8 calcium fluorescence; vehicle 0%, full acetylcholine response 100%;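 active = activation above the run mean over all test wells plus 3 SD, cut at about 32% in these data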;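 also: peak over basal fluorescence ratio per well then scaled between controls; 0% = DMSO wells and 100% = acetylcholine at EC100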
CHRM5 PAM: CHRM5 positive allosteric modulation. CHO-K1 hM5, Fluo-8 calcium, ACh EC20 PAM; 0% = ACh EC20, 100% = ACh EC100. activation, % at 3 µM. hit rate 0.3% among 360,000. AID 624038;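 active = activation above the run cutoff, the mean activation of all test compounds plus 3 SD, cut at about 18% in these data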
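system = human M5 receptor in CHO-K1 cells | reagent = EC20 acetylcholine as agonist stimulus | compound dosing = single-point, 3 µM nominal | incubation = Fluo-8 loading 80 min at 37 °C plus 30 min room temperature | detection = Fluo-8 calcium dye fluorescence, kinetic read | benchmarks = low control EC20 acetylcholine (0%), high control EC100 acetylcholine (100%)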
IDE inh: cellular human IDE inhibition | AID 434962 | hit rate 0.41% among 320,000 | P14735 | inhibition, % at 5.59 µM | HEK cells, FAbetaB cleavage, fluorescence polarization;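 active = percent inhibition above the average of all tested compounds plus 3 SD, set per screening campaign, cut at about 16% in these data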;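 also: IDE supplied by intact live HEK cells; FP after avidin binding of uncleaved biotin substrate so inhibition keeps polarization high; 0% = DMSO wells and 100% = 60 µM reference IDE inhibitor Ii1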
Target sequence (P14735 whole entry, looked up): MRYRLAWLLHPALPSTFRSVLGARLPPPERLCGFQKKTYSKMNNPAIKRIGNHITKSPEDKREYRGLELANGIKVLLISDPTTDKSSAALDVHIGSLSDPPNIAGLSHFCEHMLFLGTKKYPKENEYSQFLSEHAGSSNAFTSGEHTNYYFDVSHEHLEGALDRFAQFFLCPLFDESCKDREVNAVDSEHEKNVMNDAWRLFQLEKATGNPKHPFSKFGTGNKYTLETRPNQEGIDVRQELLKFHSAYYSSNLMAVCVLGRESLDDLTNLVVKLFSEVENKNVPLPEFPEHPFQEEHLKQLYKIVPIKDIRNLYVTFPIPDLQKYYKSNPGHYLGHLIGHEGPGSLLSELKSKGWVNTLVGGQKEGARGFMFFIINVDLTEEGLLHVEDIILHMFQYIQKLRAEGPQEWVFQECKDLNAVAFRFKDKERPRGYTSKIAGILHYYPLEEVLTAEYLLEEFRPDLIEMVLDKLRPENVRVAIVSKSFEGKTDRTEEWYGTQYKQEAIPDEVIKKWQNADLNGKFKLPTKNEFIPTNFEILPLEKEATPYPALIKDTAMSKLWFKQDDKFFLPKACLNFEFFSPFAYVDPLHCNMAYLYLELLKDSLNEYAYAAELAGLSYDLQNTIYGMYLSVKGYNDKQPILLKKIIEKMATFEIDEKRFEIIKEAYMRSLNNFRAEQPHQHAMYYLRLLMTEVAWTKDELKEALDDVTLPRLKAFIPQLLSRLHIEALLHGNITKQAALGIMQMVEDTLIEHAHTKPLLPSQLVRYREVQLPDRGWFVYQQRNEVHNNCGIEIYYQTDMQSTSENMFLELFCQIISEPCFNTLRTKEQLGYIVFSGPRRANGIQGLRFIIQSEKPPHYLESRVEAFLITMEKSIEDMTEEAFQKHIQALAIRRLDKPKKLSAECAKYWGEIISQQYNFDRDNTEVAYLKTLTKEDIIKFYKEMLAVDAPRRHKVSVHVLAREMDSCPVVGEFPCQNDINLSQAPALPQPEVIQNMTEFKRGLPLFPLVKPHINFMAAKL
The depositor's hits bear a star; . = no result given.

CRFBP-R2 agonist	CHRM5 antagonist	M4 antag	M4 PAM	SMILES	CHRM5 agonist	CRFR2-BP antag	M4 ag	CHRM5 PAM	IDE inh
-1.2	4	8	-9	Cn1ccc(=S)c2ccccc21	-3	7	0	-9	-2
15	7	1	0	CC(=O)c1nn(-c2cccc(Br)c2)cc1C(=O)c1ccc(Cl)cc1	-2	-8	-1	2	-1
-0.6	-5	8	-3	Cn1c(=O)n(CCc2ccccc2)c(=O)c2c1nc1n2CCCN1c1ccccc1	2	-10	1	4	0
-6.7	-3	4	-3	COC(=O)c1c(NC(C)=O)sc(C(=O)Nc2ccccc2OC)c1C	0	19	1	1	10
0.4	-7	-10	5	CC(C)(C)c1cc(CCC(=O)N2CCC2)cc(C(C)(C)C)c1O	-7	-6	1	-5	8
-1.6	4	4	0	O=c1cc(-c2ccc3c(c2)OCCO3)oc2ccc(Cl)cc12	-1	-8	0	2	9
-0.4	12	7	2	COc1ccccc1CNC(=O)c1ccc(OCC2CCCO2)cc1 (configuration not stated)	-2	6	1	-3	-2
-0.5	-26	-9	-12	COc1cccc(C(=O)C2CCCN(Cc3cccn3-c3ccccn3)C2)c1 (configuration not stated)	-6	-7	4	1	5
-0.4	0	-10	7	N#CC(Cc1cccs1)c1nc2ccccc2[nH]1 (configuration not stated)	1	-8	2	0	.
0.9	1	-5	3	Cc1ccc(NC(=O)Cn2c(O)c(N=NC(N)=S)c3ccccc32)cc1	-3	7	1	0	-3
.	-3	1	-7	CCC(c1nnnn1-c1c(C)cccc1C)N1CCCN(Cc2ccc(F)cc2)CC1 (configuration not stated)	-6	.	3	-13	.
-2.4	1	-2	-1	COc1ccc(C)cc1NC(=O)c1cnc2scc(C)n2c1=O	0	3	3	-8	.
0.8	6	3	5	CC(=O)N1CCC(=NNc2ccnc3cc(Cl)ccc23)CC1	0	12	1	0	-1
1.1	2	2	8	COc1ccc(OC)c(C(c2nnnn2CC2CCCO2)N2CCN(C3CCCC3)CC2)c1 (configuration not stated)	0	0	1	-3	2
0.6	-10	-10	7	O=C(COC(=O)c1ccccc1Br)NC1CCCC1	1	12	2	8	-2
-6.4	4	12	-3	Cc1cccc(-n2ncc(C#N)c2-n2cccc2)c1	-6	-14	-1	0	6
1.4	-2	-3	3	CCCn1c(SCC(=O)N2c3ccccc3CCc3ccccc32)nc2c1c(=O)n(C)c(=O)n2C	-1	13	0	0	4
0.4	1	3	15	CCC(Sc1ccc2nnc(-c3ccc(OC)c(OC)c3)n2n1)C(=O)O (configuration not stated)	-1	7	1	1	2
0.3	11	4	3	CC(C)c1cc(-c2cc(-c3ccc(Cl)cc3)on2)nc(NC2CCCC2)n1	2	-6	1	-9	2
-0.1	-9	-2	2	COC(=O)C1=C(C)N(c2ccc(S(N)(=O)=O)cc2)C(=O)C1	2	11	0	6	7
1.0	-1	2	-17	CN(c1ccc(OCC(=O)OCC(=O)Nc2ccccc2)cc1)S(=O)(=O)c1cccs1	6	-1	16	-6	2
4.3	7	-2	3	COc1ccc(C2=NOC(C(=O)NCc3cccnc3)C2)cc1OC (configuration not stated)	-1	-11	1	-2	-3
0.2	-6	5	0	O=C(COC(=O)CCC(=O)c1cccs1)NCc1ccco1	2	-23	0	2	.
1.6	-2	1	-3	Cn1cnnc1Sc1cc(N2CCN(S(=O)(=O)c3ccc4ccccc4c3)CC2)ccc1[N+](=O)[O-]	-6	-17	0	-9	4
2.1	-1	6	3	O=C(c1ccc(Br)s1)N1CCCC1	-5	21	0	-4	-1
2.7	-7	5	3	COc1ccc(S(=O)(=O)N(C)CC(=O)N2CCOCC2)cc1	-3	7	1	3	-3
0.8	5	-4	2	O=C(CSc1nc2ccc(Cl)cc2[nH]1)Nc1ccc2[nH]c(=O)[nH]c2c1	0	-3	0	-2	-1
-0.7	-7	7	2	O=C(c1ccccc1)N1CCN(c2ccc(Cl)cc2)CC1	6	-9	6	1	-1
-0.7	21	-10	-1	CC(=O)c1ccc(NC(=O)CN2CCN(CC(=O)Nc3ccc(C(C)=O)cc3)CC2)cc1	1	-2	1	27*	.
4.0	-6	-7	21*	Cc1ccc(S(=O)(=O)N2CCC(C(N)=O)CC2)cc1C(=O)NC1CCCCC1	2	-4	0	11	-3

Quoted from the listing.
O=C(c1ccc(Br)s1)N1CCCC1 in CHRM5 antagonist has -1
CCCn1c(SCC(=O)N2c3ccccc3CCc3ccccc32)nc2c1c(=O)n(C)c(=O)n2C in M4 ag has 0
Cc1ccc(S(=O)(=O)N2CCC(C(N)=O)CC2)cc1C(=O)NC1CCCCC1 in M4 PAM has 21*

The listing continues.
CRFBP-R2 agonist	CHRM5 antagonist	M4 antag	M4 PAM	SMILES	CHRM5 agonist	CRFR2-BP antag	M4 ag	CHRM5 PAM	IDE inh
0.0	4	3	-14	COC(=O)c1ccc(Nc2cc(C)nc3ccc(C)cc23)cc1	-6	-1	-1	11	1
-3.6	-4	-15	0	O=C1N(c2ccc(Cl)cc2)C(c2ccccc2)N2CCCN12 (configuration not stated)	-7	12	5	-4	7
8.9	-12	-5	0	O=C(c1cc2ccccc2o1)n1nnc2ccccc21	1	17	0	14	1
-0.2	4	-1	-2	Cc1ccc(NC(=O)Nc2nnc(CSCCOc3ccc(Cl)cc3)s2)cc1	-2	-30	0	-1	2
0.0	3	18	-1	O=C(CNC(=O)c1ccccc1F)OCn1nnc2ccccc2c1=O	0	-6	1	4	-3
0.3	-8	-6	7	O=C(NCCCn1ccnc1)c1cn(Cc2ccc(F)cc2)nn1	-8	-5	1	12	-2
1.5	3	-3	3	O=C(Nc1cccc(F)c1)/C(=C\c1ccco1)NC(=O)c1ccco1	2	12	2	5	-2
0.8	0	9	-3	CCOC(=O)Cc1csc(NC(=O)CCC(=O)O)n1	1	-11	1	8	0
0.5	5	-5	6	O=C(O)c1cccc(Cn2c(Cl)c(/C=N/Nc3ccccc3)sc2=O)c1	3	6	0	-2	1
2.2	5	-11	11	Cc1cc(O)c(NC(=S)NC(=O)c2ccc(-c3ccc(Cl)cc3)o2)cc1C	-1	12	1	1	-1
-1.1	-2	4	4	CCCN1/C(=C2/SC(=S)N(CC)C2=O)C=Cc2ccccc21	-1	26	0	0	-9
-1.4	4	19	-2	COc1ccc(-c2n[nH]c(C)c2-c2cnn(-c3ccccc3)c2)c(O)c1	-2	-11	2	-1	-4
-0.5	-2	3	-5	O=C(CSc1nnc(CCc2ccccc2)n1-c1ccc(Cl)cc1)c1ccccc1	0	-3	1	-6	1
-1.3	6	-4	-3	O=C(Nc1cnc2ccccc2c1)C1COc2ccccc2O1 (configuration not stated)	-3	-11	5	-11	-2
0.5	6	-2	3	O=C1CCCCC1CCc1ccncc1 (configuration not stated)	-1	0	0	2	.
-3.1	-5	-7	6	COc1ccccc1NC(=O)N1CCCC(C(=O)Nc2cccc(C)c2C)C1 (configuration not stated)	-2	24	1	1	10
0.7	3	-5	0	CC(NC(=O)c1cn(C(C)c2ccccc2F)nn1)c1ccncc1 (configuration not stated)	-1	0	2	0	1
0.0	6	-2	0	O=C(NNC(=O)c1cccc2ccccc12)c1cccc(F)c1	-1	7	5	1	.
-1.4	-4	-10	1	C[C@H](CO)N1C[C@H](C)[C@@H](CN(C)S(=O)(=O)c2cccs2)Oc2ccc(NS(=O)(=O)c3ccccc3)cc2CC1=O	-1	5	1	1	2
-0.7	-2	4	-7	CCCCCc1ccc(C2=NNC(=O)CC2)cc1	-2	3	-1	2	1
1.9	8	5	7	CC(C)N=C1CCCC1C(=S)SSC(=S)C1CCCC1=NC(C)C (configuration not stated)	4	-14	3	0	.
-3.6	8	-19	7	CCc1c(C(=O)Nc2ccccc2C(N)=O)csc1C	-1	-7	5	-9	-4

4 records picked at random from the list so far, as already listed:
CRFBP-R2 agonist	CHRM5 antagonist	M4 antag	M4 PAM	SMILES	CHRM5 agonist	CRFR2-BP antag	M4 ag	CHRM5 PAM	IDE inh
0.7	3	-5	0	CC(NC(=O)c1cn(C(C)c2ccccc2F)nn1)c1ccncc1 (configuration not stated)	-1	0	2	0	1
-3.6	8	-19	7	CCc1c(C(=O)Nc2ccccc2C(N)=O)csc1C	-1	-7	5	-9	-4
-0.7	-2	4	-7	CCCCCc1ccc(C2=NNC(=O)CC2)cc1	-2	3	-1	2	1
-1.4	-4	-10	1	C[C@H](CO)N1C[C@H](C)[C@@H](CN(C)S(=O)(=O)c2cccs2)Oc2ccc(NS(=O)(=O)c3ccccc3)cc2CC1=O	-1	5	1	1	2

Screening data from PubChem.
